# MLL CXXC-DNA inh: MLL CXXC-DNA interaction inhibition. 290,000 compounds, 0.037% hits. MLL-CXXC / FITC-HOXA9 DNA fluorescence polarization. Q03164. Potency, µM (top dose mostly 115 µM), for inactives: top-dose activity change, negative = inhibition, usual class: inhibitors; active = well fitted inhibition curve with a large enough effect in the polarisation, with a control signal flat, not every such curve was filed as active; inconclusive = small, poorly fitted or top-dose-only effect, or effect the other way, or a change in a side signal; inactive = no such curve, though single readings can be large or run the other way; the % refers to the polarisation; note: potency is the fitted concentration of half-maximal effect
#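 Purified MLL-CXXC (added from a 7 uM solution) was preincubated 5 min at ambient with pinned compounds in 50 mM Tris-HCl pH 7.5, 50 mM NaCl, 1 mM DTT, 0.05% BSA. Fluorescein-labeled HOX-A9 DNA (50 nM solution) followed, 30 min, then polarization read.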
# a7 integrin act: integrin-mediated muscular dystrophy alleviation activation; alpha7betagal myoblasts, beta-gal FDG fluorescence, 48 h; Potency, µM (titrated, usually from 38.3 µM), without a hit: at the highest dose activation, most hits filed as activators; 350,000 compounds, 0.064% hits; AID 624291;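 note: potency is the fitted concentration of half-maximal effect; 100% = response of the positive control SU9516; nearly all actives have a fitted effect of over 60% in size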
#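 Alpha7betagal+/- myoblasts (passage 13) were plated 16-24 hr, then exposed to compounds (1:260 dilution of DMSO stock) for 48 hours at 37C. After MPER lysis, β-galactosidase reporter activity was read as FDG fluorescence (ex 480/em 540) after 30 minutes.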
# p53 reactivator: mutant p53 re-activation in reporter cells; H1299 p53-A138V BP100-luciferase reporter, luminescence, 24 h; 320,000 compounds, 0.063% hits; Potency, µM (top dose mostly 92.2 µM), inactives show at the highest dose activity change, positive = activation, most hits filed as activators; note: potency is the fitted concentration of half-maximal effect; % of control where 0% means no effect; nearly all actives have a fitted effect of over 45% in size
#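 p53-null H1299 cells stably carrying temperature-sensitive p53-A138V and a BP100-luciferase reporter were pinned with compounds (4-point, 1:5 series) and held 24 hrs at 37 deg C. Luminescence was read 10 min after detection reagent.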
# BRCA1 expr act: increases BRCA1 expression. MCF7-BRCA1-FFLuc reporter, luminescence, 48 h; response scale: scaled: vehicle 0%, 10 µM genistein 100%. Potency, µM (series often up to 46.1 µM), for the others: top-dose activation, hits mostly activators. 380,000 compounds, 1.1% hits. AID 624202; note: potency is the fitted concentration of half-maximal effect; nearly all actives have a fitted effect of over 80% in size; some results filed as inactive show a strong effect at the top dose
#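 First, MCF7-BRCA1-FFLuc cells (2000/well) attach for 2 h; next, compounds are pin-added and incubated 48 h at 37 °C; finally, luciferase reagent is added and luminescence read after 15 min.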
# PTAP TSG101 blk: blocks PTAP/TSG101 interaction to inhibit HIV-1 budding | Fluorescence polarization, FITC-PTAP peptide / Tsg101 binding | Q99816 | AID 493005 | Potency, µM (series often up to 115 µM), for the others: at the highest dose activity change, negative = inhibition, most hits filed as inhibitors | 340,000 tested, under 10 active; active = well fitted inhibition curve with a large enough effect in the main read-out, with a control signal flat, not every such curve was filed as active; inconclusive = small, poorly fitted or top-dose-only effect, or effect the other way, or a change in a side signal; inactive = no such curve, though single readings can be large or run the other way; note: potency is the fitted concentration of half-maximal effect; % of control where 0% means no effect
# Target sequence (Q99816 whole entry, looked up): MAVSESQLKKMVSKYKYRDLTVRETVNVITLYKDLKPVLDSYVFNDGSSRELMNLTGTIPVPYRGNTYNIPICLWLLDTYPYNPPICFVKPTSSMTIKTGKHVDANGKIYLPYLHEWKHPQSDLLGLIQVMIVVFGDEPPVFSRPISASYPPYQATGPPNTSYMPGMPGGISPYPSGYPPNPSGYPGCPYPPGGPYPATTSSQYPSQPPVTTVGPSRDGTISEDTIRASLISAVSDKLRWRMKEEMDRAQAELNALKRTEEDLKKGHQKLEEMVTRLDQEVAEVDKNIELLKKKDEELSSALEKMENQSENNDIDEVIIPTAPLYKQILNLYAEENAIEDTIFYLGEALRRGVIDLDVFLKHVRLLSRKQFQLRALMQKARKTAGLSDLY
#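 Fluorescence anisotropy tracks displacement of a FITC-tagged PTAP peptide (50 nM) from the Tsg101 binding domain (10 uM), following a 20 min room-temperature incubation at pH 7.5.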
# ELG1 DNA repair: inhibitors of ELG1-dependent DNA repair in HEK293T cells; AID 504467; Potency, µM (series often up to 46.1 µM), without a hit: at the highest dose activity change, negative = inhibition, most hits filed as inhibitors; 330,000 compounds, 2.3% hits; HEK293T ELG1-luciferase reporter, luminescence, 16 h; DNA damage induced by 5-fluorouridine; note: potency is the fitted concentration of half-maximal effect; % is set by controls: 0 for no effect and ±100 for the full control effect; nearly all actives have a fitted effect of over 55% in size
#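 In this reporter screen, reduction of luminescence relative to DMSO vehicle indicated activity. Compounds and 5-fluorouridine were added together to 2,000 cells per well, incubated for 16 hr at 37 °C, then developed with ONE-Glo.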
# TCR act: activates T cell receptor signaling; primary human leukocytes, anti-CD3, IL-2 HTRF, 48 h; 330,000 tested, under 10 active; Potency, µM (series often up to 9.22 µM), inactives show at the top dose activation of IL-2 secretion, most hits filed as activators; note: % of control where 0% means no effect
#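 Human primary leukocytes + a-CD3 beads + cpd, 48 hr; IL-2 in supernatant by HTRF (ex 320nm / em 665nm). No co-stimulatory signal supplied.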
# B2AR arrestin: recruits beta-arrestin to the human beta2-adrenergic receptor; P07550; beta-arrestin recruitment to beta2AR, cell-based reporter; Potency, µM (titrated, usually from 46.1 µM), for inactives: at the top dose activation, most hits filed as activators; 330,000 compounds, 0.02% hits;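 note: potency is the fitted concentration of half-maximal effect; 0% = DMSO controls and full agonism = EC100 isoproterenol or metaproterenol; nearly all actives have a fitted effect of over 65% in size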
# Target sequence (P07550 whole entry, looked up): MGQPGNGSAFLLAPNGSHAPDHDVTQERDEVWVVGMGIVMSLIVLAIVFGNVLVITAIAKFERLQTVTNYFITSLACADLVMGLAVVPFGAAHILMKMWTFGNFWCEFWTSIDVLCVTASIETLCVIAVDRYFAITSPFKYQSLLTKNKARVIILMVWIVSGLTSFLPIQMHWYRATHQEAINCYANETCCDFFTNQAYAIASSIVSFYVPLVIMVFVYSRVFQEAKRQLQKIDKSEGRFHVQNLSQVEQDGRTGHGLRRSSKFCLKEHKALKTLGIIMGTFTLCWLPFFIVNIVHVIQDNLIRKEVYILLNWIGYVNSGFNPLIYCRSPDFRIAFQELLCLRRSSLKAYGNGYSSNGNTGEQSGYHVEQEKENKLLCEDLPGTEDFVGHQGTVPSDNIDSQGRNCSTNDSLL
# A-T KAP1 phos: potential ataxia-telangiectasia treatments restoring KAP-1 phosphorylation; Potency, µM (titrated, usually from 57.5 µM), without a hit: at the highest dose activation, usual class: activators; 320,000 compounds, 0.19% hits; […] A-T fibroblasts, KAP-1 phosphorylation AlphaLISA; neocarzinostatin DNA damage 30 min before lysis; AID 485349; note: potency is the fitted concentration of half-maximal effect; % of control where 0% means no effect; nearly all actives have a fitted effect of over 45% in size
#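 hTERT-immortalized A-T patient fibroblasts ([…]), 500 cells/well in OPTI-MEM, 1% FBS, got compounds for 60 min, then NCS for 30 min at 37C. Lysates were then assayed for phospho-KAP-1 by AlphaLISA (anti-pKAP1 donor, anti-KAP1 acceptor beads), 6 hr at 25C.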
# TRPV1 agonist: activates the human vanilloid receptor TRPV1; 320,000 compounds, 0.19% hits; Q8NER1; activation, % at 8.33 µM; AID 540275; TRPV1-expressing cells, Fluo-8 calcium influx, agonist mode; in the data active = activation above about 80%; inconclusive = between about 30% and that limit; note: 0% is about no effect
#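 TRPV1-expressing cells were cultured overnight at 35.5C and loaded with Fluo-8 calcium dye for 40 to 90 min at room temperature. After a 10 s baseline, compound was added and calcium influx was read kinetically for 3 min (ex 480/em 520 nm).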
# Starred values were filed as active, the others as inactive; u = inconclusive; x = not tested or not shown; [ ] = another dose, or the depositor's remark. Unless noted, calls come from the whole dose curve; as a rule, active = well fitted curve in the direction sought with a large enough effect; inconclusive = small, poorly fitted or top-dose-only effect, or another doubt; inactive = no such curve, though single readings can be large; an effect the other way counts as inactive or inconclusive. This is a random part of the collection, and some 3.8% of all compounds hit somewhere here.
SMILES,MLL CXXC-DNA inh,a7 integrin act,p53 reactivator,BRCA1 expr act,PTAP TSG101 blk,ELG1 DNA repair,TCR act,B2AR arrestin,A-T KAP1 phos,TRPV1 agonist
NC(=O)C1CCN(CC(=O)Nc2ccccc2Sc2ccccc2)CC1,-1%,7%,-9%,-33%,0%,6%,-3%[46.1 µM],-0.1%,4%,11
CCOC(=O)C1=C(C)N(C)C(=O)NC1c1c(C)nn(-c2ccccc2)c1C (configuration not stated),13%,6%,-1%,-22%,-1%,3%,4%,0.4%,-1%,-2
Cc1ccc(SCC(=O)N(Cc2nc(-c3ccccc3)no2)C(C)C)cc1,-3%,10%,-2%,-20%,1%,-29%,-6%,0.1%,2%,12
COc1ccc(-c2nnc(Sc3nc4ccccc4o3)c3ccccc23)cc1,19%,-51%[inhibitor],2%,-82%,-6%,0%,3%,-0.4%,-5%,-5
Cc1nc2cc(N3CCCCC3)c(NC(=O)c3cccnc3)cc2c(=O)n1Cc1ccccc1,2%,-15%,-5%,-15%,-3%,u,3%,-0.5%,-1%,2
CCC(C)NC(=O)c1ccccc1C(=O)NC(C)CC (configuration not stated),-4%,25%,27%,-18%,-6%,11%,x,0.1%,3%,0
COc1ccc(CC(=O)Nc2ccc(S(=O)(=O)Nc3cc(C)on3)cc2)cc1OC,0%,15%,3%,-6%,0%,-2%,-4%,0.3%,-5%,5
COc1cc(-c2nn3c(COc4ccccc4)nnc3s2)cc(OC)c1OC,-8%,u,-3%,-24%,-8%,u,-1%,0.4%,10%,4
CCOc1ccc(C(=O)N[C@H](C(=O)Nc2cccc(S(=O)(=O)N3CCCCC3)c2)C(C)C)cc1,13%,4%,-1%,-33%,-1%,u,3%,3.5%,3%,-2
CCOc1cc(NC(=S)NCC(C)C)c(OCC)cc1NC(=O)c1ccco1,-1%,-11%,6%,-22%,3%,-17%,3%[46.1 µM],0.4%,4%,u
COc1ccc(COCC(CC(C)C)N2CCN(C(=O)c3cccc(C(F)(F)F)c3)CCC2=O)cc1 (configuration not stated),2%,9%,-2%,-4%,-5%,-16%,-2%,6.1%,11%,1
COc1ccccc1CNC(=O)c1cc(-c2ccncc2)nc2c(Cl)cccc12,-3%,-4%,-3%,-59%,-15%,u,9%,-0.5%,3%,-3
CC(=O)Nc1ccc(NC(=O)CCn2cnnn2)cc1,5%,6%,6%,-7%,1%,-7%,4%,0.0%,-1%,-2
CCOC(=O)c1cnc(-n2nc(C)cc2C)nc1NNc1nc(-c2ccccc2)cc(-c2ccccc2)n1,12%,-1%,15%,-106%[inhibitor],-1%,5.2µM*,1%[46.1 µM],-0.1%,5%,u
COC(=O)CN(c1ccccc1F)S(=O)(=O)c1ccc(C)cc1,-3%,10%,-6%,-4%,-3%,-1%,-1%,0.0%,0%,0
COc1ccc(C(C(=O)NC(C)(C)C)N(C[C@H]2CC[C@@H]([C@@H]3CC[C@H](CO)O3)O2)C(=O)c2ccccc2)cc1 (some centres not stated),x,7%,-5%,-11%,-2%,u,-3%[46.1 µM],-0.6%,-2%,x
CC1CCN(CCOCCSc2ccc(Cl)cc2)CC1,-11%,-50%[inhibitor],-5%,-16%,6%,-4%,7%,-1.5%,0%,4
Cc1[nH]nc2c1C(CC(C)C)C(C#N)=C(N)O2 (configuration not stated),-9%,8%,0%,12%,-7%,14%,-1%,3.0%,u,-6
CC1c2ccsc2CCN1C(=O)NC(=O)c1ccc(Cl)cc1 (configuration not stated),0%,8%,2%,-4%,0%,5%,-5%,-0.4%,-3%,4
CCNC(=O)c1ccccc1NC(=O)c1cccc(S(=O)(=O)N2CCC(C)CC2)c1,-4%,-4%,5%,-62%,-1%,u,3%,-0.6%,12%,28
CCCn1c(SCC(=O)N2CCN(CC)CC2)nc2c1c(=O)n(C)c(=O)n2C,1%,-14%,-3%,-10%,-5%,12%,6%,-0.1%,2%,-3
Cc1cccc(Sc2c([N+](=O)[O-])ncn2C)n1,1%,-37%,10%,-14%,-1%,u,5%,-1.0%,-3%,1
Cc1ccc2nc3c(cc(C#N)c(=O)n3CCN3CCOCC3)c(=O)n2c1,-2%,x,-1%,x,x,10%,x,0.0%,-1%,-3
COc1cc(C2=NOC(C(=O)NCc3ccc(F)cc3)C2)cc(OC)c1OC (configuration not stated),3%,-9%,u,-85%,-2%,u,0%,-0.5%,x,-4
Cc1cc(C)cc(C(=O)Nc2cccnc2Cl)c1,4%,10%,10%,15%,0%,11%,6%,0.3%,-9%,5
# Next part:
SMILES,MLL CXXC-DNA inh,a7 integrin act,p53 reactivator,BRCA1 expr act,PTAP TSG101 blk,ELG1 DNA repair,TCR act,B2AR arrestin,A-T KAP1 phos,TRPV1 agonist
O=C(NCc1n[nH]c(=S)n1-c1ccccc1)c1ccc(S(=O)(=O)N2CCCCC2)cc1,5%,2%,1%,-13%,-1%,4%,-2%,-0.3%,-4%,0
O=[N+]([O-])c1cnn(-c2nc(-c3ccccc3)cc(C(F)(F)F)n2)c1,-18%,-6%,3%,-12%,-1%,10%,-3%,-0.2%,-5%,2
Cc1ncc(CO)c(CNc2ccc(Oc3ccccc3)cc2)c1O,9%,-26%,-3%,-33%,0%,u,5%,-0.1%,-2%,5
CCC(=O)NC(NC(=S)Nc1cccc2cccnc12)C(Cl)(Cl)Cl (configuration not stated),-4%,3%,-6%,-20%,-3%,-5%,3%[46.1 µM],-0.3%,-11%,0
CC1CCCC(NC(=O)COC(=O)[C@@H](NC(=O)c2ccc(F)cc2)C(C)C)C1C (some centres not stated),x,-17%,2%,-10%,-8%,-5%,5%,-1.9%,14%,x
COc1ccc(C(=O)N2CCc3c([nH]c4ccccc34)C2C(F)(F)F)cc1 (configuration not stated),1%,-1%,-6%,-30%,0%,u,-5%,0.3%,6%,-1
CCOC(=O)N1CCN(C(=O)Cc2c(C(=O)O)n(C)c3ccccc23)CC1,6%,u,-5%,34%,-2%,-6%,0%,-0.3%,-6%,-1
O=C(COC(=O)Cc1ccccc1[N+](=O)[O-])Nc1nnc(-c2ccccc2)o1,x,1%,-3%,-11%,-1%,14%,0%,0.0%,-7%,-6
Oc1ccc(/C=N/Nc2ccccc2)cc1,2%,-26%,0%,-15%,0%,7%,-2%,-0.4%,0%,2
CN1C(=O)CSc2ccc(NC(=O)NCc3cccnc3)cc21,7%,6%,-19%,-26%,-4%,u,4%,-0.5%,-2%,-4
O=C(NCC1CCCN1S(=O)(=O)c1ccccc1)C(=O)NC1CC1 (configuration not stated),x,6%,0%,-2%,-1%,-5%,-2%,0.1%,-6%,-1
O=C(Cn1nc(-c2cccc(Cl)c2)ccc1=O)NCC1COCCO1 (configuration not stated),x,8%,5%,2%,-3%,4%,-2%,4.9%,2%,-1
O=C(O)c1ccc(N/N=C/c2cc3cc4c(cc3nc2Cl)OCCO4)cc1,47%[activator],12%,-3%,-61%[inhibitor],0%,u,-3%,-0.9%,32%,1

# Some of the entries so far, with values under each structure.
# The line under a structure holds: MLL CXXC-DNA inh, a7 integrin act, p53 reactivator, BRCA1 expr act, PTAP TSG101 blk, ELG1 DNA repair, TCR act, B2AR arrestin, A-T KAP1 phos, TRPV1 agonist
- COc1ccc(C(=O)N2CCc3c([nH]c4ccccc34)C2C(F)(F)F)cc1 (configuration not stated)
    1%, -1%, -6%, -30%, 0%, u, -5%, 0.3%, 6%, -1
- CCOC(=O)N1CCN(C(=O)Cc2c(C(=O)O)n(C)c3ccccc23)CC1
    6%, u, -5%, 34%, -2%, -6%, 0%, -0.3%, -6%, -1
- O=C(COC(=O)Cc1ccccc1[N+](=O)[O-])Nc1nnc(-c2ccccc2)o1
    x, 1%, -3%, -11%, -1%, 14%, 0%, 0.0%, -7%, -6
- Oc1ccc(/C=N/Nc2ccccc2)cc1
    2%, -26%, 0%, -15%, 0%, 7%, -2%, -0.4%, 0%, 2
- CN1C(=O)CSc2ccc(NC(=O)NCc3cccnc3)cc21
    7%, 6%, -19%, -26%, -4%, u, 4%, -0.5%, -2%, -4
- O=C(NCC1CCCN1S(=O)(=O)c1ccccc1)C(=O)NC1CC1 (configuration not stated)
    x, 6%, 0%, -2%, -1%, -5%, -2%, 0.1%, -6%, -1
- O=C(Cn1nc(-c2cccc(Cl)c2)ccc1=O)NCC1COCCO1 (configuration not stated)
    x, 8%, 5%, 2%, -3%, 4%, -2%, 4.9%, 2%, -1
- O=C(O)c1ccc(N/N=C/c2cc3cc4c(cc3nc2Cl)OCCO4)cc1
    47%[activator], 12%, -3%, -61%[inhibitor], 0%, u, -3%, -0.9%, 32%, 1

# High-throughput results from PubChem BioAssay.
